High-throughput results: PubChem BioAssay, National Center for Advancing Translational Sciences (NCATS)
TSHR antag = Antagonists of the Thyroid Stimulating Hormone Receptor: HTS campaign | TSHR-expressing cells, TSH-stimulated cAMP HTRF, 2 h; hits give low values | activity change, negative = inhibition, % at 11.5 µM | 0.2% of 330,000 active | AID 504810, 2011;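 active = activity change below a set negative limit, meaning inhibition stronger than a set level, cut at about -70% in these data; inconclusive = activity change between two set negative limits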; also: % is scaled to controls: 0 for no effect and ±100 for the full control effect
Target sequence (P16473 whole entry, looked up): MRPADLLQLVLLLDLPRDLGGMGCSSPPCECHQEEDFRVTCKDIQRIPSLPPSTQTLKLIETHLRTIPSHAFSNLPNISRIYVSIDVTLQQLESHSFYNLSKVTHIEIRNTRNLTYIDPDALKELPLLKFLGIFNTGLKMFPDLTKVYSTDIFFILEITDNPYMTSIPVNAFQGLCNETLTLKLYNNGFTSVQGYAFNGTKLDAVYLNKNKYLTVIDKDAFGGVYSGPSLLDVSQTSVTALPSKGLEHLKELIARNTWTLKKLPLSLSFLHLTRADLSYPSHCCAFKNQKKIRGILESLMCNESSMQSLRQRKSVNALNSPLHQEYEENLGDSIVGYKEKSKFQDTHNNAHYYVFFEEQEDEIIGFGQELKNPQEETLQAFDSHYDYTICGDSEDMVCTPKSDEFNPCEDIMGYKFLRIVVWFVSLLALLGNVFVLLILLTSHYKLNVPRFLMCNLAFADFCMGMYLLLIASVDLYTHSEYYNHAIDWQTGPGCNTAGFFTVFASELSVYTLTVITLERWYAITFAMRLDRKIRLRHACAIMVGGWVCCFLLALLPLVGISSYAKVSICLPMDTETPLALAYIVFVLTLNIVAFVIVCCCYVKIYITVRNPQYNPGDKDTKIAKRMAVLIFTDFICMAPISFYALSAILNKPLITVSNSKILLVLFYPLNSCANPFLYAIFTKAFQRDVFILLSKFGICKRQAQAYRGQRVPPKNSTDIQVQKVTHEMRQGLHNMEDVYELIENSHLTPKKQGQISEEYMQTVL
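Read-out is FRET at 665 nm (cryptate excitation 337 nm) from a cryptate-tagged anti-cAMP antibody, competed by cell cAMP against cAMP-d2. Compounds are tested on freshly harvested TSHR cells challenged with 4nM TSH (EC80) for 2 hours at 37 deg C.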
CXXC DNA block = qHTS Fluorescence Polarization Assay for Inhibitors of MLL CXXC domain - DNA interaction | Histone-lysine N-methyltransferase 2A (Homo sapiens), Q03164 | MLL-CXXC / FITC-HOXA9 DNA fluorescence polarization | Potency, µM (series often up to 115 µM), without a hit: at the highest dose activity change, negative = inhibition, hits mostly inhibitors | 0.037% of 290,000 active | AID 2662, 2010; active = well fitted inhibition curve with a large enough effect in the polarisation, with a control signal flat, not every such curve was filed as active; inconclusive = small, poorly fitted or top-dose-only effect, or effect the other way, or a change in a side signal; inactive = no such curve, though single readings can be large or run the other way; the % refers to the polarisation; also: potency is read from the fitted curve at half-maximal effect
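Steps: dispense CXXC domain solution (7 uM) → pin compounds or unlabeled HOX-A9 DNA control → 5 min ambient → add FLSN-HOX-A9 solution (50 nM) → spin → 30 min ambient → fluorescence polarization. Tris pH 7.5/NaCl/DTT/BSA buffer.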
GALK inhibitor = qHTS Assay for Inhibitors of Human Galactokinase (GALK); Purified GALK, Kinase-Glo residual ATP luminescence; 0.007% of 270,000 active; Potency, µM (titrated, usually from 57.5 µM), without a hit: at the top dose activity change, negative = inhibition, actives largely listed as inhibitors; P51570; AID 1868, 2009; also: potency is read from the fitted curve at half-maximal effect; % is scaled to controls: 0 for no effect and ±100 for the full control effect
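5 nM enzyme, 35 uM ATP, 100 uM galactose, 20 mM HEPES pH8.0, 5 mM MgCl2; 1 h RT; residual ATP by Kinase-Glo Plus luminescence, qHTS format.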
Giardia killer = Small Molecules that selectively kill Giardia lamblia: qHTS. 0.15% of 340,000 active. activity change, % at 7.66 µM, hits read low. Giardia lamblia trophozoite viability; in the data active = activity change below about -80%; inconclusive = between about -30% and that limit;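 also: parasites exposed to compound for two days anaerobically before the ATP read; % is scaled to controls: 0 for no effect and ±100 for the full control effect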
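Anaerobic 48 hrs incubation at 37 deg C of 100 trophozoites/well with test compounds; ATPLite 1-Step luminescence, 15-30 min RT, reports cellular ATP as viability.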
AT treatment = qHTS Assay for Identifying a Potential Treatment of Ataxia-Telangiectasia | 0.19% of 320,000 active | AID 485349, 2010 | Potency, µM (top dose mostly 57.5 µM), inactives show at the top dose activation, usual class: activators | […] A-T fibroblasts, KAP-1 phosphorylation AlphaLISA; neocarzinostatin DNA damage 30 min before lysis; also: potency is read from the fitted curve at half-maximal effect; % of control where 0% means no effect; nearly all actives have a fitted effect of over 45% in size
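hTERT-immortalized A-T patient fibroblasts ([…]), 500 cells/well in OPTI-MEM, 1% FBS, got compounds for 60 min, then NCS for 30 min at 37C. Lysates were then assayed for phospho-KAP-1 by AlphaLISA (anti-pKAP1 donor, anti-KAP1 acceptor beads), 6 hr at 25C.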
FBPA coupling cs = qHTS Assay for Inhibitors of Fructose-1,6-bisphosphate Aldolase from Giardia Lamblia: Coupling assay counterscreen | activity change, negative = inhibition, % at 58.2 µM, hits read low | coupling enzyme system counterscreen, AmpLite Red fluorescence | 0.67% of 290,000 active; in the data active = activity change below about -30%; also: % is scaled to controls: 0 for no effect and ±100 for the full control effect
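Fluorescence at 525 nm excitation and 598 nm emission measured inhibition of the coupled detection system without aldolase. Compounds (at 57.5 uM final) were preincubated 10 min at room temperature with coupling enzyme reagent before a 20 min substrate/AmpLite Red step.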
Tb PFK inh = qHTS Assay to Find Inhibitors of T. brucei phosphofructokinase. Potency, µM (top dose mostly 57.5 µM), for inactives: top-dose activity, negative = inhibition, hits mostly inhibitors. ATP-dependent 6-phosphofructokinase (Trypanosoma brucei brucei), O15648. T. brucei PFK, ADP-Glo luminescence. 0.17% of 330,000 active. AID 485367, 2010;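 also: potency is read from the fitted curve at half-maximal effect; 0% = uninhibited 1x PFK enzyme wells and -100% = no-enzyme wells; nearly all actives have a fitted effect of over 60% in size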
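ADP-Glo luminescence quantified ADP after 45 min at room temperature, with 1.25 nM T. brucei PFK, 0.1 mM ATP and 0.5 mM fructose-6-phosphate in pH 8.0 TEA buffer. qHTS titrations up to 57 µM; curves classified by quality.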
TCR act = Activators of T cell receptors: qHTS campaign; Potency, µM (series often up to 9.22 µM), without a hit: at the top dose activation of IL-2 secretion, hits mostly activators; AID 504894, 2011; 330,000 tested, under 10 active; primary human leukocytes, anti-CD3, IL-2 HTRF, 48 h; also: % of control where 0% means no effect
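Compounds are tested in HTS on primary human leukocytes co-incubated with a-CD3 beads for 48 hr. IL-2 output is measured by time-resolved FRET.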
Chronic BCR inh = qHTS Assay to Find Inhibitors of Chronic Active B-Cell Receptor Signaling; ABC-DLBCL IkBa-CBG/CBR reporter, luminescence ratio, 4 h; Potency, µM (highest dose often 46.1 µM), for inactives: at the top dose ratio change, negative = lower green/red ratio, most hits filed as inhibitors; 0.05% of 340,000 active; active = well fitted inhibition curve with a large enough effect in the signal ratio, with a control signal flat, not every such curve was filed as active; inconclusive = small, poorly fitted or top-dose-only effect, or effect the other way, or a change in a side signal; the % refers to the signal ratio;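 also: potency is read from the fitted curve at half-maximal effect; plate controls were basal doxycycline-induced cells for no effect and cells given 10 µM MG132 for full effect; MG132 reads +100%, hits lower the ratio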
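Compounds up to 46 uM were incubated four hours with TMD8 cells whose green CBG68 luciferase is fused to IkappaBalpha; red CBR luminescence normalised the signal, and concentration-effect curves were fitted to fusion, red and ratio data.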
hERG WT inh = qHTS for Inhibitors of KCHN2 3.1: Wildtype qHTS. AID 720551, 2013. Voltage-gated inwardly rectifying potassium channel KCNH2 (Homo sapiens), Q12809. U2OS, BacMam KCNH2, thallium flux FluxOr; hits give low values. activity change, % at 1.84 µM. 0.37% of 340,000 active;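 active = maximum activity change below -70%; inconclusive = maximum activity change between -70% and -50%; inactive = maximum activity change above -50%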; also: % is scaled to controls: 0 for no effect and ±100 for the full control effect
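U2OS cells were transduced with wild-type KCNH2 virus (2.03 x 10^8 / mL) for 4 h at room temperature, then cultured overnight at 37 C. Thallium flux was read with FluxOr dye. Rate constants were normalized to DMSO controls.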
Active calls of the source: *; & = joins results of further samples; [ ] = another dose, or the depositor's remark. Unless noted, calls follow the shape of the dose curve; as a rule, active = well fitted curve in the direction sought with a large enough effect; inconclusive = small, poorly fitted or top-dose-only effect, or another doubt; inactive = no such curve, though single readings can be large; an effect the other way counts as inactive or inconclusive.

For CNS(=O)(=O)c1ccc2c(c1)oc(=O)c1cc(S(=O)(=O)NC)ccc12 the results were TSHR antag -7, CXXC DNA block 6%, GALK inhibitor 1%, Giardia killer -15, AT treatment 2%, FBPA coupling cs -2, Tb PFK inh -5%, TCR act -2%, Chronic BCR inh -5% and hERG WT inh 6.
`CN(C)C(CNC(=O)c1cc(-c2ccco2)nc2ccccc12)c1ccccc1` (configuration not stated) gave TSHR antag -8, Giardia killer 20, AT treatment 5%, Tb PFK inh -1%, TCR act -3%, Chronic BCR inh 5% and hERG WT inh 1.
CCCn1nc2cc(C(=O)NCC34CC5CC(CC(C5)C3)C4)ccc2c1OCC was read as TSHR antag 9, CXXC DNA block -5%, GALK inhibitor 4%, Giardia killer inconclusive, AT treatment 12%, FBPA coupling cs 0, Tb PFK inh 1%, TCR act -5% and Chronic BCR inh inconclusive.
Screening CC(C)NC(=O)Nc1cccs1 returned TSHR antag -9, CXXC DNA block -5%, GALK inhibitor -1%, Giardia killer -5, AT treatment 12%, FBPA coupling cs 0, Tb PFK inh 1%, TCR act -1%[46.1 µM], Chronic BCR inh 3% and hERG WT inh 3.
`COC(=O)[C@H](Cc1ccccc1)NC(=O)N1CCN(c2ccc(F)cc2)CC1` gave TSHR antag -2, CXXC DNA block -12%, GALK inhibitor 3%, Giardia killer -15, AT treatment -18%, FBPA coupling cs 2, Tb PFK inh -1%, TCR act -1%, Chronic BCR inh 4% and hERG WT inh 13.
`CCC/C=C1/CCCOC(C(=O)NCc2ccc(S(C)(=O)=O)cc2)(C(F)(F)F)C1` (configuration not stated) gave Giardia killer 13&-22, FBPA coupling cs 4, TCR act -12% and hERG WT inh 6.
For Cc1c(-c2nc(-c3ccc(C(F)(F)F)cc3)no2)n(C)oc1=O the results were TSHR antag 18, CXXC DNA block 20%, GALK inhibitor -2%, Giardia killer 11, AT treatment 19%, FBPA coupling cs 3, Tb PFK inh 0%, TCR act -4%, Chronic BCR inh inconclusive and hERG WT inh 1.
For O=C(CNS(=O)(=O)c1ccc(Br)cc1)NC1CCCC1 the results were TSHR antag 16, CXXC DNA block 2%, GALK inhibitor -9%, Giardia killer 10, AT treatment -9%, FBPA coupling cs 3, Tb PFK inh 1%, TCR act 0%, Chronic BCR inh -2% and hERG WT inh -11.
For O=C(Nc1ccc(C(=O)O)cc1)/C(=C\c1ccco1)NC(=O)c1ccc(Br)o1 the results were TSHR antag -4, CXXC DNA block -4%, GALK inhibitor 8%, Giardia killer -1, AT treatment 5%, FBPA coupling cs 2, Tb PFK inh 18%, TCR act 2%, Chronic BCR inh -6% and hERG WT inh 2.
Screening COc1cc(/C=C/C(=O)OCC(=O)NCC2CCCO2)ccc1OCC#N (configuration not stated) returned TSHR antag -2, CXXC DNA block 12%, GALK inhibitor 2%, Giardia killer -3, AT treatment 10%, FBPA coupling cs 2, Tb PFK inh 2%, TCR act 1%[46.1 µM], Chronic BCR inh 0% and hERG WT inh -2.
`Cn1c(N)c(Sc2ccc([N+](=O)[O-])cc2)c(=O)n(C)c1=O` gave TSHR antag 4, CXXC DNA block 17%, GALK inhibitor 15%, Giardia killer -23, AT treatment 3%, FBPA coupling cs 0, Tb PFK inh 0%, TCR act -4%, Chronic BCR inh -1% and hERG WT inh -3.
For COC(C/C=C\[C@@H](O)COCc1ccccc1)OC the results were TSHR antag -4, CXXC DNA block -1%, GALK inhibitor -2%, Giardia killer 28, AT treatment 0%, FBPA coupling cs 4, Tb PFK inh 3%, TCR act -2%, Chronic BCR inh 4% and hERG WT inh -4.

Reprinted from the part before: 2 compounds, then new ones.
`Cn1c(N)c(Sc2ccc([N+](=O)[O-])cc2)c(=O)n(C)c1=O` gave TSHR antag 4, CXXC DNA block 17%, GALK inhibitor 15%, Giardia killer -23, AT treatment 3%, FBPA coupling cs 0, Tb PFK inh 0%, TCR act -4%, Chronic BCR inh -1% and hERG WT inh -3.
For COC(C/C=C\[C@@H](O)COCc1ccccc1)OC the results were TSHR antag -4, CXXC DNA block -1%, GALK inhibitor -2%, Giardia killer 28, AT treatment 0%, FBPA coupling cs 4, Tb PFK inh 3%, TCR act -2%, Chronic BCR inh 4% and hERG WT inh -4.
COc1ccc(N=C(N)SCc2ccccn2)cc1 was read as TSHR antag -1, CXXC DNA block 8%, GALK inhibitor 1%, Giardia killer -11, AT treatment 15%, FBPA coupling cs 0, Tb PFK inh -1%, TCR act 0%[46.1 µM], Chronic BCR inh inconclusive and hERG WT inh 17.
`O=C(Nc1c[nH]c(=O)[nH]c1=O)c1cc([N+](=O)[O-])cc([N+](=O)[O-])c1` gave TSHR antag 2, CXXC DNA block 0%, GALK inhibitor -2%, Giardia killer 0, AT treatment -7%, FBPA coupling cs 2, Tb PFK inh -4%, TCR act -1%, Chronic BCR inh 1% and hERG WT inh -3.
`CC(Sc1nccn1C)C(=O)c1c(N)n(C)c(=O)n(C)c1=O` (configuration not stated) gave TSHR antag -2, Giardia killer -10, AT treatment -3%, Tb PFK inh 22%, TCR act -2%, Chronic BCR inh 4% and hERG WT inh 23.
For Cc1ccc(C(=O)C(OC(=O)c2cnccn2)c2ccccc2)cc1C (configuration not stated) the results were TSHR antag 9, CXXC DNA block 10%, GALK inhibitor 0%, Giardia killer 4, AT treatment -15%, FBPA coupling cs 2, Tb PFK inh 0%, TCR act -4%[46.1 µM], Chronic BCR inh 2% and hERG WT inh -4.
O=C(Nc1ccc(F)cc1)C(=O)c1c(O)[nH]c2ccc([N+](=O)[O-])cc12 was read as TSHR antag -6, CXXC DNA block -2%, GALK inhibitor 3%, Giardia killer 4, AT treatment 0%, FBPA coupling cs -23, Tb PFK inh 1%, TCR act -5%, Chronic BCR inh inconclusive and hERG WT inh -18.
Screening Cc1cc(C)c(S(=O)(=O)N2CCN(C(=O)c3c(C)noc3C)CC2)c(C)c1 returned TSHR antag 2, Giardia killer -9, AT treatment -4%, Tb PFK inh -5%, TCR act 5%, Chronic BCR inh inconclusive and hERG WT inh 9.
`CCCNC(=O)CN(c1ccc(F)cc1)S(=O)(=O)c1ccc2c(c1)OCCO2` gave TSHR antag -1, CXXC DNA block 7%, GALK inhibitor 1%, Giardia killer -2, AT treatment -1%, FBPA coupling cs 4, Tb PFK inh -1%, TCR act -28%, Chronic BCR inh 14% and hERG WT inh -25.
Cc1noc(C)c1COc1ccc(C(=O)NCc2ccccn2)cc1 was read as TSHR antag -1, CXXC DNA block -2%, GALK inhibitor 0%, Giardia killer -4, AT treatment 3%, FBPA coupling cs 2, Tb PFK inh -5%, TCR act 3%, Chronic BCR inh inconclusive and hERG WT inh -6.
For NC(N)=NNC(=O)c1ccccc1Cl the results were TSHR antag 2, CXXC DNA block 11%, Giardia killer 8, AT treatment 1%, FBPA coupling cs 7, Tb PFK inh 0%, TCR act 1%[46.1 µM], Chronic BCR inh inconclusive and hERG WT inh 1.
Screening Cc1c(C(=O)O)sc2nc3n(c(=O)c12)CCC(C)CC3 (configuration not stated) returned TSHR antag -22, CXXC DNA block -10%, GALK inhibitor -2%, Giardia killer 12, AT treatment 7%, FBPA coupling cs 3, Tb PFK inh -2%, TCR act 8%[46.1 µM], Chronic BCR inh inconclusive and hERG WT inh 4.
`CC(=O)NC1(c2ccccc2)CCN(c2cc(C)nc(-c3ccccc3)n2)CC1` gave TSHR antag 34, CXXC DNA block -8%, GALK inhibitor -1%, Giardia killer -8, AT treatment 10%, FBPA coupling cs 3, Tb PFK inh 3%, TCR act -1%, Chronic BCR inh inconclusive and hERG WT inh 1.
`Cn1nccc1C(=O)N1CCc2c([nH]c3ccccc23)C1c1ccc(F)cc1` (configuration not stated) gave TSHR antag -4, CXXC DNA block -5%, GALK inhibitor -2%, Giardia killer -15, AT treatment -4%, FBPA coupling cs -6, Tb PFK inh 2%, TCR act -12%, Chronic BCR inh inconclusive and hERG WT inh 18.
